PABP1 MLLE inh = inhibitors of microRNA-mediated deadenylation, human PABP1 MLLE binding. P11940. GST-MLLE / FITC-PAM2 fluorescence polarization. inhibition, % at 20 µM. 360,000 compounds, 0.36% hits. AID 588489; in the data active means inhibition above about 35%, passing the limit was not always enough;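 further: plate controls were DMSO wells with GST-MLLE for no effect and wells lacking GST-MLLE protein for full effect; some results filed as inactive read as strong as hits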
Target sequence (P11940 whole entry, looked up): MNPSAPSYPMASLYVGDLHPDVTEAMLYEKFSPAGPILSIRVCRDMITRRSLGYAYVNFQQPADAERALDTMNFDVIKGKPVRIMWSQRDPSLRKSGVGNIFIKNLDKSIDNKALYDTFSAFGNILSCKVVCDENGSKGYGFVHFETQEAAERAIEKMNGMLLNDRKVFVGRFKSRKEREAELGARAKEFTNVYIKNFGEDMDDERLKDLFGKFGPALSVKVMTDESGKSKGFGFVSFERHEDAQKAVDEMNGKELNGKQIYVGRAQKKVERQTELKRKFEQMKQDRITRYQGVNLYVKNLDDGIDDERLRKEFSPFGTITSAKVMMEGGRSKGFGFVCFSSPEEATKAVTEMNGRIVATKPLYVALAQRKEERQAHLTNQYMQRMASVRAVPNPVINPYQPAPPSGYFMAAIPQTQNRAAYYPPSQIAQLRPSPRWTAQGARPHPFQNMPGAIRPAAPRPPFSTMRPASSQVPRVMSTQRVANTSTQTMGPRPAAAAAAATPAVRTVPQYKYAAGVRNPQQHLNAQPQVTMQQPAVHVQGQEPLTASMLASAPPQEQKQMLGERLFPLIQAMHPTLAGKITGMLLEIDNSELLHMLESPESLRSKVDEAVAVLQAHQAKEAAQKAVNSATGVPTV
TbMetRS inhib = Trypanosoma brucei MetRS inhibition | purified T. brucei MetRS, ATP depletion, Kinase-Glo luminescence | inhibition, % at 11.9 µM | 360,000 compounds, 0.4% hits | AID 624268;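 active means inhibition above a per-plate cutoff of the control wells' mean inhibition plus 3 SD, cut at about 5.5% in these data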;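 further: 0% = DMSO wells median and 100% = median of wells with control inhibitor compound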
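Material: parasite MetRS enzyme / Replication: singlicate, one well per compound / Signal: luminescence of leftover ATP / Schedule: 2 h aminoacylation at 25 °C after 15 min preincubation / Medium: HEPES-MgCl2-KCl buffer plus DTT, spermine, BSA, pyrophosphatase / Doses: 11.9 µM single point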
LMPTP block = blocks human LMPTP phosphatase; P24666; recombinant LMPTP-A, OMFP fluorogenic substrate, fluorescence intensity; inhibition, % at 20 µM; 360,000 compounds, 0.22% hits; AID 651560;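 active means compounds that cut the enzyme signal by at least half of the control window in the single-dose screen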;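 further: plate controls were DMSO wells with enzyme plus substrate for no effect and substrate without enzyme for full effect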
Target sequence (P24666 whole entry, looked up): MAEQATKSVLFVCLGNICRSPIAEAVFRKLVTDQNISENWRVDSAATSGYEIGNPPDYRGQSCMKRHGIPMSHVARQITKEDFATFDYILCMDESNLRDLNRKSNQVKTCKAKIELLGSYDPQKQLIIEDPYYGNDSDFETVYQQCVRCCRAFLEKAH
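Assay system: LMPTP-A, protein tyrosine phosphatase of low molecular weight / Medium: pH 6.0 Bis-Tris buffer with DTT and Triton X-100 / Schedule: 50 min enzyme reaction at room temperature, protected from light / Measured by: endpoint fluorescence intensity from OMFP dephosphorylation / Read-out basis: % inhibition relative to no-enzyme and uninhibited control wells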
STEP block = blocks human striatal-enriched tyrosine phosphatase. P54829. recombinant STEP, OMFP fluorogenic substrate, fluorescence. inhibition, % at 20 µM. 360,000 compounds, 0.25% hits. AID 588621;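 active means inhibition at 20 µM, scaled per plate between control wells, above about 37%, limit read from the data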;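 further: 0% = DMSO with enzyme and substrate and 100% = substrate only without enzyme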
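Assay system: isolated STEP enzyme. Buffer or medium: pH 6.0 Bis-Tris with DTT and Tween 20. Also added: fluorogenic phosphatase substrate OMFP at 25 µM final. Dosing: 20 µM, 1% DMSO. Timing: 20 min reaction, room temperature, in the dark. Measured by: fluorescence intensity, excitation 480 nm, emission 540 nm. Evaluation: normalized % inhibition.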
DNMT1 block = blocks human DNA methyltransferase DNMT1; P26358; DNMT1 molecular beacon, Hinp1I cleavage, fluorescence; inhibition (reported as % activation of signal), % at 10 µM; 360,000 compounds, 0.83% hits; in the data active means inhibition above about 50%
NadD inh = inhibitors of Staphylococcus aureus NadD. purified NadD enzyme, colorimetric absorbance read-out. inhibition, % at 20 µM. 360,000 compounds, 0.78% hits. AID 602399; in the data active means inhibition above about 26%; further: some compounds past the cut are filed as inactive
Scp-1 inhibitor = blocks human Scp-1 phosphatase activity | inhibition, % at 20 µM | Recombinant Scp1, phosphopeptide, malachite green phosphate absorbance | 340,000 compounds, 0.88% hits | Q9GZU7;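 active means inhibition above about 50% at 20 µM, limit read from the data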;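 further: plate controls were DMSO wells with enzyme for no effect and wells lacking enzyme for full effect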
Target sequence (Q9GZU7 76-261 limits assumed): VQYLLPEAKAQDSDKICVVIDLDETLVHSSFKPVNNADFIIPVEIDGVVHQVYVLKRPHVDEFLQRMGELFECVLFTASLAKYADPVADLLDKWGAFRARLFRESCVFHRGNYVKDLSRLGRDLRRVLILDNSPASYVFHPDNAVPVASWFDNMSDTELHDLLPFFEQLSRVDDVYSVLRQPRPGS
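System: truncated SCP-1 phosphatase (76-261aa); medium: Tris acetate buffer pH 5.5 with MgCl2 and Tween-20; incubation: 45 min room-temperature reaction, 5 min colour, 30 min stabiliser; compound: single 20 µM dose, 1% DMSO; reagent: Phosphorylated 17-residue peptide substrate; read-out: % inhibition at 20 µM; technique: colorimetric free-phosphate detection, absorbance 630 nm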
Rpn11 block = inhibitors of human proteasome Rpn11; O00487; human 26S proteasome, Ub4-pepOG fluorescence polarization; 20S core pre-blocked with epoxomicin; calls only at 20 µM; 360,000 compounds, 0.59% hits;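 active means inhibition at 20 µM, scaled to each plate's controls, above about 33%, limit read from the data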
SUMO1 PPI mod = modulators of human SUMO1-mediated protein-protein interactions; P63165; SUMO1 binding to a labelled peptide, TR-FRET, 1 h; inhibition, % at 20 µM; 360,000 compounds, 0.33% hits; AID 602429; in the data active means inhibition above about 37%
Target sequence (P63165 whole entry, looked up): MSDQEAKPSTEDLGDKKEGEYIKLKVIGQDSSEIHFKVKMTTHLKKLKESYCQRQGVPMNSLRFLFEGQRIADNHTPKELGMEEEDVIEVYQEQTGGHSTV
CSN inh = inhibitors of human CSN-mediated cullin deneddylation; Q92905; Purified CSN, SCF-Nedd8-OG deneddylation, fluorescence polarization; inhibition, % at 12.5 µM; 360,000 compounds, 0.38% hits; AID 651999;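 active means pattern-corrected inhibition above about 35%, with an unprinted fluorescence ratio check between 0.5 and 1.5, limit read from the data, passing the limit was not always enough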;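 further: 0% = enzyme with substrate and 100% = substrate without enzyme; some results filed as inactive read as strong as hits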
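assay system = purified human Csn5 enzyme expressed in HEK293T cells | amount = 0.24 nM enzyme | buffer or medium = Tris/NaCl/DTT buffer, pH 7.5 | reagent = 10 nM SCFSkp2-Nedd8OG | compound = one concentration, 12.5 µM, 0.25% DMSO | times = 90 min reaction at room temperature | signal = FP | read-out basis = % inhibition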
* marks the source's active call; other numbers are inactive results; i = inactive; / = no result given; + = active, no number.

Molecule	TbMetRS inhib	PABP1 MLLE inh	DNMT1 block	Rpn11 block	STEP block	Scp-1 inhibitor	LMPTP block	NadD inh	CSN inh	SUMO1 PPI mod
COc1ccc(OC)c(C(c2nnnn2C2CCCC2)N2CCN(c3ccccc3)CC2)c1 (stereo not drawn)	-0.3	-19	-3	i	-1	5	-1.4	8	-2	10
CCN1C(=O)CC(N2CCN(C(c3ccccc3)c3ccccc3)CC2)C1=O (stereo not drawn)	-0.7	0	-3	i	2	-4	-0.4	0	2	0
O=C1OC(c2ccccc2)(c2cc(Br)ccc2O)c2ccccc21 (stereo not drawn)	0.1	-15	-20	i	0	-15	3.7	0	1	9
O=C(Cc1cccs1)N1CCCC(c2nc3c(nnn3Cc3ccc(F)cc3)c(=O)[nH]2)C1 (stereo not drawn)	-0.2	4	7	i	-3	2	-1.9	-3	-2	-1
CC1CCCCC1NC(=O)CCNS(=O)(=O)c1ccc(Cl)cc1 (stereo not drawn)	-0.4	-16	1	i	1	-8	-0.9	-5	0	2
COc1cc(C2c3[nH]c4ccccc4c3C[C@H]3C(=O)N(CCO)CC(=O)N23)cc(OC)c1OC (stereo partly drawn)	0.3	-11	-1	i	-4	-6	-1.9	5	2	1
COc1ccc(NC(=O)C2(C)CCN2CCc2ccccc2)cc1OC (stereo not drawn)	-0.3	-3	-1	i	0	/	0.5	-6	1	3
CCOC(=O)c1c(NC(=O)CSc2ncnc3ccccc23)sc(C)c1C	0.1	23	26	i	2	-1	1.6	4	10	-3
O=C(O)CCC(=O)N1CCN(c2cccc(Cl)c2)CC1	-0.1	-4	0	i	-4	-7	-0.5	0	3	-3
Cc1cc(-c2c(C(=O)N3CCOCC3)c(C)nn2-c2ccccc2)no1	-0.2	-9	1	i	0	-5	-0.2	1	-1	-4
CCCS(=O)(=O)c1c(S(=O)(=O)CCC)c2cnccn2c1C(=O)c1ccc(CC)cc1	-0.8	-10	-4	i	0	4	1.7	3	-3	-6
COCc1ccc([C@@H]2C[C@H]3CN(Cc4ccccc4C)C(=O)[C@]34CCCN24)o1	-0.5	-20	-1	i	-1	2	-1.8	1	4	1
CCCCOC(=O)Cn1c(=O)c2c(nc(Br)n2Cc2ccccc2)n(C)c1=O	-0.2	-1	-2	i	-1	-5	0.3	-3	0	-1
COC(=O)c1ccc(CSc2nc3ccccc3c(=O)n2-c2cccc(OC)c2)o1	0.2	1	0	i	2	-6	4.2	7	-5	-1
CC(C(=O)O)n1c2ccccc2c2cn[nH]c(=O)c21 (stereo not drawn)	-1.1	-4	0	i	2	0	-1.0	-3	0	2

More results follow:
Molecule	TbMetRS inhib	PABP1 MLLE inh	DNMT1 block	Rpn11 block	STEP block	Scp-1 inhibitor	LMPTP block	NadD inh	CSN inh	SUMO1 PPI mod
CC1CSc2n(-c3cccc(C(F)(F)F)c3)cc(-c3ccccc3)[n+]21 (stereo not drawn)	-0.3	6	5	i	-1	0	-1.7	-6	7	-5
Cc1nnsc1C(=O)NNc1ccc(Cl)cc1	-0.1	-2	1	i	-4	-3	-3.0	4	1	17
N#CC1=C(N)Oc2c(sc3ccccc23)C1c1ccco1 (stereo not drawn)	-0.3	-22	13	i	2	27	3.2	33*	5	9
Cc1nc(N)sc1-c1csc(NCc2ccccc2)n1	0.3	-44	-38	i	7	-10	0.3	23	0	11
CC(C)C(NS(=O)(=O)/C=C/c1ccccc1)C(=O)NCc1ccc(F)cc1 (stereo not drawn)	-0.9	-6	-2	i	-1	1	0.7	-7	0	9
O=C(COC(=O)c1ccccc1O)Nc1ccc2ccccc2c1	-0.2	0	6	i	-2	-2	-0.8	5	10	2
CCC(=O)Nc1ccc(N/C(N)=N/c2nc(C)cc(C)n2)cc1	-0.6	-6	-2	i	-1	3	-2.5	-2	-2	-2
COc1ccccc1N1Cc2ccccc2C1	-0.3	10	26	i	17	-21	-0.4	17	6	-10
O=C(N/N=C/c1ccc(Br)cc1)c1ccc(NC(=O)c2ccccc2)cc1	-0.1	-62	74*	+	9	16	21	15	-2	11
Cc1ccc2[nH]c(=O)c(CN(Cc3cccnc3)Cc3nnnn3CCN3CCOCC3)cc2c1	1.4	-13	-3	i	2	-8	-0.2	3	-3	1
Cc1ccc(-c2ccc(=O)n(CC(=O)N3CCN(c4cc(Cl)ccc4C)CC3)n2)cc1	-0.3	-11	-11	i	0	-4	7.7	-4	4	-11
Cc1ccc(CSc2[nH]c(=O)ncc2C)cc1	-0.3	9	0	i	-1	3	-0.7	2	5	0
C#CCOCCOCCOCCNc1nc(N2CCN(C(=O)CCCCCCCCCCNC(=O)[C@H](CCCCN)n3cc(C)nn3)CC2)nc(N2CCN(C(=O)CCCCCCCCCCNC(=O)[C@@H]([C@H](C)CC)n3cc(CCCCCN)nn3)CC2)n1	-0.6	-28	-38	+	8	/	3.7	51*	111*	51*
Cc1cc(C)c(C)c(S(=O)(=O)NCC(=O)NCc2ccco2)c1C	-0.6	1	6	i	-1	-8	-0.5	-3	-1	-1
O=C(NCC1CCCN(C(=O)c2cscn2)C1)c1ccc(-c2ccccc2)cc1 (stereo not drawn)	-0.7	17	1	i	0	-10	-0.7	-1	-7	1

Arranged by length of the SMILES (smallest number first): part of the list above.
Molecule	TbMetRS inhib	PABP1 MLLE inh	DNMT1 block	Rpn11 block	STEP block	Scp-1 inhibitor	LMPTP block	NadD inh	CSN inh	SUMO1 PPI mod
O=C(N/N=C/c1ccc(Br)cc1)c1ccc(NC(=O)c2ccccc2)cc1	-0.1	-62	74*	+	9	16	21	15	-2	11
Cc1ccc2[nH]c(=O)c(CN(Cc3cccnc3)Cc3nnnn3CCN3CCOCC3)cc2c1	1.4	-13	-3	i	2	-8	-0.2	3	-3	1
C#CCOCCOCCOCCNc1nc(N2CCN(C(=O)CCCCCCCCCCNC(=O)[C@H](CCCCN)n3cc(C)nn3)CC2)nc(N2CCN(C(=O)CCCCCCCCCCNC(=O)[C@@H]([C@H](C)CC)n3cc(CCCCCN)nn3)CC2)n1	-0.6	-28	-38	+	8	/	3.7	51*	111*	51*

Other compounds follow:
Molecule	TbMetRS inhib	PABP1 MLLE inh	DNMT1 block	Rpn11 block	STEP block	Scp-1 inhibitor	LMPTP block	NadD inh	CSN inh	SUMO1 PPI mod
NS(=O)(=O)c1ccc(CCNC(=O)CSc2nc3ccsc3c(=O)n2CCCCCC(=O)O)cc1	-1.0	4	4	i	0	10	-0.8	5	0	1
CC(C)c1ccc(S(=O)(=O)N2CCN(C(=O)CCNC(=O)Nc3ccccc3)CC2)cc1	-0.2	-1	-2	i	-4	-2	-1.5	-6	1	2
C[C@H](CO)N1C[C@H](C)[C@H](CN(C)S(=O)(=O)c2ccc(F)cc2)OCc2cnnn2CCCC1=O	0.0	8	3	i	-2	/	-1.2	-5	2	7
CCN(CC)C(=O)c1c([N+](=O)[O-])c(C(C)(C)C)nn1C	-0.4	5	-1	i	0	-4	-1.0	4	-2	3
COc1cc(OC)cc(C(=O)NNC(=O)c2ccccn2)c1	-0.8	6	5	i	-2	1	-0.6	1	7	2
O=S(=O)(c1ccc(F)c(F)c1)N1CCCCCCC1	-0.4	2	2	i	0	/	-1.4	-2	3	3
COCCNC(=S)N/N=C/c1ccc(OCc2ccc(C(=O)OC)cc2)cc1	-0.3	-59	32	i	-2	-10	-0.1	9	0	-2
CCOc1ccccc1NC(=O)Nc1ccon1	0.1	-1	3	i	-2	-14	-1.0	-3	0	3
COc1ccc(-c2cc3c(=O)n(CC(=O)NCc4ccccc4F)ncn3n2)cc1	-0.1	6	46	i	2	46	-1.7	5	-2	-8
Cc1ccc(CNC(=O)c2cc(Cl)cc(Cl)c2)n1C	-0.5	-8	0	i	7	-7	0.2	-1	4	10
O=C(CN1C(=O)CCOc2ccccc21)Nc1cccc(S(=O)(=O)N2CCOCC2)c1	-0.1	12	0	i	-1	-4	-0.1	3	0	1
CCOc1ccc(N=Cc2c(O)n(-c3cccc(C)n3)c(=O)c3ccccc23)cc1	0.3	2	-8	i	5	3	1.7	7	-2	-19
COc1ccc(S(=O)(=O)Nc2ccc(Cc3ccncc3)cc2)cc1OC	-0.7	0	-1	i	0	4	0.1	-1	2	-1
CN1C(c2ccc(F)cc2)=CS/C1=C(\C#N)c1nnc2n1-c1ccccc1SC2	-0.8	18	-2	i	3	2	3.0	13	-7	8
CCOC(=O)C1(CC2CCCCO2)CCN(S(=O)(=O)c2ccc(C)s2)CC1 (stereo not drawn)	-0.2	6	3	i	2	4	-1.5	-6	8	4

Next section.
Molecule	TbMetRS inhib	PABP1 MLLE inh	DNMT1 block	Rpn11 block	STEP block	Scp-1 inhibitor	LMPTP block	NadD inh	CSN inh	SUMO1 PPI mod
CCCC(=O)N1CCCC(c2nc(-c3cccs3)no2)C1 (stereo not drawn)	-0.5	0	-1	i	-4	0	-0.8	3	-4	-3
CCC1(c2ccccc2)NC(=O)N(CC(=O)N(C)CC(=O)Nc2cccc(F)c2)C1=O (stereo not drawn)	0.2	-60	-1	i	3	-2	-0.6	1	-1	3
CN(CCOc1ccc(Br)cc1)CC(=O)Nc1cccc(S(=O)(=O)NC2=NCCC2)c1	0.1	-5	-2	i	2	-3	-1.5	-8	3	-1
CCOc1ccc(N2C(=O)CC(N3CCN(C(=O)CN4CCCC4)CC3)C2=O)cc1 (stereo not drawn)	-1.1	6	2	i	-3	-9	-1.4	1	6	-3
COc1ccccc1C(=O)NNC(=O)C(=O)Nc1ccc(C)cc1	0.4	-4	-1	i	2	4	2.7	0	-5	4
COC(=O)c1ccc(NC(=O)c2ccccc2SC)cc1	-0.5	12	4	i	3	-4	-1.6	-7	-2	1
COc1ccc(N2CCN(C(=O)CSc3nnc4c(C)cc5cc(C)ccc5n34)CC2)cc1	-0.2	-36	-3	i	-2	-7	0.2	-8	6	0
C=C1CCN(C(C(=O)OC)C(C)C)S(=O)(=O)c2ccc(F)cc21 (stereo not drawn)	-0.4	1	1	i	-2	2	-3.0	-1	-2	-3
CCCCn1c(N)c(N(CC)C(=O)CSCc2ccc(C)cc2)c(=O)[nH]c1=O	-0.1	-3	-1	i	-3	-2	-0.6	3	-4	-1
CC1CCN(CCCNC(=O)c2coc3nc4ccccc4nc23)CC1	-0.6	2	5	i	0	10	-6.0	-1	-9	-13
O=C(Nc1nc(-c2ccncc2)cs1)C1COc2ccccc2O1 (stereo not drawn)	-0.6	32	-1	i	5	13	8.9	10	7	8

An unsorted share of the library, and some 3.6% of all compounds hit somewhere here.
